NPSR antag – blocks cAMP signaling of the human neuropeptide S receptor. AID 1461. hit rate 1% among 220,000. Potency, µM (doses to about 38.3 µM), for the others: at the highest dose activity change, negative = inhibition, hits mostly inhibitors. CHO-NPSR cells, cAMP TR-FRET, antagonist mode. Q6W5P4; also: % is scaled to controls: 0 for no effect and ±100 for the full control effect; nearly all actives have a fitted effect of over 50% in size; many of its hits are not listed in these tables
Target sequence (Q6W5P4 whole entry, looked up): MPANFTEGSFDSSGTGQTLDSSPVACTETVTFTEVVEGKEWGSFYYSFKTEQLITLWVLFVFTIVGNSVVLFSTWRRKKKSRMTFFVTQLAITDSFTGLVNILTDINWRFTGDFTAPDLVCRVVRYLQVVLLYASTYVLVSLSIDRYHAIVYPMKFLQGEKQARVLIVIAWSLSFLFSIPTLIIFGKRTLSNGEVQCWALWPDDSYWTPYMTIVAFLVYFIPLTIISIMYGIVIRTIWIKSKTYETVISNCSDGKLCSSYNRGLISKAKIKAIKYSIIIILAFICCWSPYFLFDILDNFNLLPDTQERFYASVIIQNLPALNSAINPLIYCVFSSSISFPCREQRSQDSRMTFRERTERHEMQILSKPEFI
GAA inh – inhibitors of human lysosomal alpha-glucosidase. P10253. purified human GAA, 4-MU-alpha-glucoside fluorescence. Potency, µM (titrated, usually from 76.9 µM), for the others: at the highest dose activity change, negative = inhibition, actives largely listed as inhibitors. hit rate 0.005% among 200,000. AID 1466;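 also: plate controls were uninhibited enzyme wells for no effect and no-enzyme background for full effect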
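qHTS format, compound range up to 77 uM. Human lysosomal enzyme at 4 nM, 400 uM 4-MU glucoside substrate, pH 5.0, 20 min room temperature; fluorescence after alkaline stop gives activity normalized to controls.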
GAA spleen mod – lysosomal alpha-glucosidase (human) modulation | human spleen homogenate, 4-MU-alpha-glucoside fluorescence | P10253 | hit rate 0.006% among 240,000 | Potency, µM (titrated, usually from 79.9 µM), inactives show top-dose activity change, negative = inhibition, most hits filed as inhibitors;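 also: 0% = enzyme with vehicle and -100% = no enzyme basal signal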
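Human spleen homogenate (1 ug) with 4-methylumbelliferyl-alpha-D-glucopyranoside (1 mM final) in 50 mM citrate/phosphate pH 5.0, 0.01% Tween-20; 40 min at 37 C. Stopped at pH 10; 4-MU fluorescence Ex 365/Em 440 nm; AC50 by Hill fit.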
ALDH1A1 block – ALDH1A1 (human) enzyme inhibition; Purified ALDH1A1, NADH fluorescence, propionaldehyde substrate; Potency, µM (doses to about 75.3 µM), for the others: at the highest dose activity, negative = inhibition, hits mostly inhibitors; hit rate 7.3% among 220,000; AID 1030; active = well fitted inhibition curve with a large enough effect, not every such curve was filed as active; inconclusive = small, poorly fitted or top-dose-only effect, or another doubt; inactive = no such curve, though single readings can be large or run the other way;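 also: plate controls were no enzyme wells and a reference inhibitor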
Tau fluor cs – counter-screen for tau fibril formation inhibitors; tau K18 P301L Alexa594 fluorescence, heparin fibrillization; AID 1463; Potency, µM (series often up to 57.7 µM), inactives show at the highest dose activity change, negative = decrease; hit rate 0.93% among 280,000; also: % is scaled to controls: 0 for no effect and ±100 for the full control effect; nearly all actives have a fitted effect of over 55% in size
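Human tau K18 P301L (15 uM unlabeled, 0.24 uM Alexa 594-labeled) in 100 mM sodium acetate pH 7 with 20 uM heparin, 6 hr at 37 C. ThT 30 uM added, 1 hr ambient; Alexa 594 FP and total fluorescence read at 555/632 nm.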
GAA glycogen mod – alters human alpha-glucosidase cleavage of glycogen; AID 2100; recombinant GAA, glycogen substrate, Amplex Red glucose oxidase fluorescence; Potency, µM (titrated, usually from 76.4 µM), without a hit: top-dose activity change, negative = inhibition, hits mostly inhibitors; P10253; hit rate 0.38% among 300,000;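 also: 0% = full enzyme reaction and -100% = no-enzyme basal signal; the screen sought inhibitors and activators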
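qHTS, 1536-well; enzyme 4 nM final; cpd up to 77 uM; substrate bovine liver glycogen 30 ug; 50 mM citrate/phosphate pH 5.0, 0.01% Tween-20; 37 C, 40 min; Amplex Red detection 45 min RT; Hill fit → AC50.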
aGal spleen mod – inhibits or activates alpha-galactosidase in human spleen homogenate; P06280; human spleen homogenate, 4MU-alpha-Gal fluorescence, 40 min; Potency, µM (top dose mostly 80 µM), for the others: at the top dose activity change, negative = inhibition, most hits filed as inhibitors; hit rate 0.008% among 240,000; AID 2107;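 also: 0% = enzyme with vehicle and -100% = no enzyme basal signal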
Target sequence (P06280 32-429 limits assumed): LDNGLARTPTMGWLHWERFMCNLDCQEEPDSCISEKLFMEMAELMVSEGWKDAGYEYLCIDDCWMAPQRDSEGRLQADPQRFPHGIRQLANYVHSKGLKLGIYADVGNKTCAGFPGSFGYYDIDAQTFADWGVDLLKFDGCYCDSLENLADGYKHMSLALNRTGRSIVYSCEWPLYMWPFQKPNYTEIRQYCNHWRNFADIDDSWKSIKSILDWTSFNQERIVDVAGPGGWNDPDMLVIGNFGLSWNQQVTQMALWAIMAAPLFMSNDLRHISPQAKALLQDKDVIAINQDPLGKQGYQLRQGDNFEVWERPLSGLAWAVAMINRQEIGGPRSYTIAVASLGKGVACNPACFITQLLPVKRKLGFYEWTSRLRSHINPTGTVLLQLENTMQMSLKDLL
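qHTS titration in buffer at pH 5.0. Alpha-galactosidase activity in spleen homogenate was measured via 4-methylumbelliferone release from 1 mM fluorogenic substrate after 40 min at 37C and a pH 10 stop. AC50 came from Hill fits of control-normalized data.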
Epigenetic derep – derepresses silenced GFP reporter in murine cells; murine LDR cells, GFP reporter derepression, 30 h; Potency, µM (doses to about 53.9 µM), for the others: at the top dose GFP activation, most hits filed as activators; hit rate 0.2% among 280,000; AID 1865; also: % of control where 0% means no effect; nearly all actives have a fitted effect of over 60% in size
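Readout is the number of GFP-expressing murine LDR cells, counted by cytometry following washing. Cells were treated with compound for 30 h at 37 C; the stably integrated CMV-GFP locus is normally silent.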
The depositor's hits bear a star; ? = inconclusive; . = not tested or not shown; [ ] = dose if it differs, or a comment. Unless noted, calls follow the shape of the dose curve; as a rule, active = well fitted curve in the direction sought with a large enough effect; inconclusive = small, poorly fitted or top-dose-only effect, or another doubt; inactive = no such curve, though single readings can be large; an effect the other way counts as inactive or inconclusive. Potency is read from the fitted curve at half-maximal effect. Some of the compounds tested (hit frequency here may not be typical).

Field names – A = NPSR antag; B = GAA inh; C = GAA spleen mod; D = ALDH1A1 block; E = Tau fluor cs; F = GAA glycogen mod; G = aGal spleen mod; H = Epigenetic derep
Cc1cc(C)nc(N/C(=N\S(=O)(=O)Cc2ccccc2)Nc2ccc(F)c(Cl)c2)n1
  A: -59%	B: 1%	C: -7%	D: -2%	E: -24%	F: 9%	G: -3%	H: -1.6%
Cc1ccnc(NC2(C(F)(F)F)N=C(c3ccccc3)NC2=O)c1 (stereo unspecified)
  A: -3%[46.1 µM]	B: 6%	C: -11%	D: 8%	E: -6%	F: 17%	G: 4%	H: -1.8%
COc1cc(CNCC2CCCO2)ccc1OCC(N)=O (stereo unspecified)
  A: 0%	B: 6%	C: 5%	D: -3%	E: 7%	F: 22%	G: 6%	H: 0.0%
O=C(NC1CC1)c1scc2c1OCCO2
  A: 3%[46.1 µM]	B: 4%	C: 6%	D: -5%	E: -6%	F: 4%	G: 2%	H: -1.1%
COC(=O)c1ccc(-c2nc3ccccc3[nH]2)cc1
  A: -9%	B: 6%	C: 1%	D: ?	E: -19%	F: -1%	G: -4%	H: -1.0%
Cc1cccc(-n2nc([N+](=O)[O-])c(=NCc3cccnc3)n2O)c1
  A: 1%[46.1 µM]	B: 6%	C: -12%	D: 10%	E: -11%	F: -2%	G: -2%	H: -1.1%
COCCNCCCOc1ccc(Cl)cc1Br
  A: 11%	B: 12%	C: -2%	D: -8%	E: 13%	F: 12%	G: -3%	H: -0.3%
COc1ccc(/C=N/N=C2\SC(CC(=O)O)C(=O)N2c2ccccc2)cc1 (stereo unspecified)
  A: 4%	B: 0%	C: 2%	D: 20µM*	E: 1%	F: -5%	G: 7%	H: -0.9%
c1ccc(Oc2cccc(OCCCCSc3ncccn3)c2)cc1
  A: -21%[46.1 µM]	B: -5%	C: 0%	D: 8%	E: -17%	F: -3%	G: 0%	H: 2.0%
Cc1ccc(COC(=O)c2ccc3c(c2)C(=O)N(CCCN2CCOCC2)C3=O)cc1
  A: 1%	B: 4%	C: -3%	D: -5%	E: 1%	F: 10%	G: -6%	H: -1.3%
CCOC(=O)C1C(c2ccccc2)C(C(=O)OCC)C1c1ccccc1 (stereo unspecified)
  A: 30%[46.1 µM]	B: 3%	C: 9%	D: 9%	E: 1%	F: 4%	G: 3%	H: -0.8%
O=C(Cc1ccccc1)N/N=C/c1cccn1-c1ccc([N+](=O)[O-])cc1
  A: -2%	B: 6%	C: 3%	D: ?	E: 7%	F: -10%	G: 4%	H: -0.9%
COCCNC(=O)C1CC(c2ccc(F)cc2)=NO1 (stereo unspecified)
  A: 3%[46.1 µM]	B: -1%	C: 3%	D: 2%	E: -6%	F: 15%	G: -10%	H: 3.1%
Cc1cc2oc(=O)cc(CN3CCCCC3)c2cc1C(C)C
  A: ?	B: -24%	C: -4%	D: ?	E: -11%	F: -4%	G: 2%	H: -0.8%
COc1ccc(CNC(=O)C(=O)NCC2OCCN2S(=O)(=O)c2ccc3c(c2)OCCO3)cc1 (stereo unspecified)
  A: 14%	B: -5%	C: -4%	D: -12%	E: -10%	F: 4%	G: -2%	H: -1.7%
C=CCn1c(C)cc(C(=O)COc2ccc(S(=O)(=O)N3CCCC3)cc2[N+](=O)[O-])c1C
  A: -18%	B: -8%	C: ?	D: 5µM*	E: -25%	F: -4%	G: 2%	H: -0.9%
CC(=O)Nc1ccc2nc(NC(=O)c3ccc([N+](=O)[O-])s3)sc2c1
  A: 25%	B: -8%	C: 9%	D: 3%	E: ?	F: -11%	G: -2%	H: 3.3%
CC1=CC(C)C2(CO)COC(c3cccnc3)C1C2C (stereo unspecified)
  A: 6%	B: -7%	C: -6%	D: 1%	E: 1%	F: -1%	G: 3%	H: 1.1%
Cc1ccc[n+](CC(=O)Nc2cc(C(F)(F)F)ccc2Cl)c1
  A: 4%[46.1 µM]	B: -5%	C: -5%	D: 16%	E: -14%	F: 10%	G: -6%	H: 2.6%
CCOc1ccccc1/C=C(/NC(=O)c1ccccc1)C(=O)NCC(=O)O
  A: 13%	B: -1%	C: -2%	D: 1%	E: 2%	F: 0%	G: -12%	H: -1.0%
COc1ccc(-c2csc(N(CCCN3CCOCC3)C(=O)c3ccco3)n2)cc1
  A: -30%[46.1 µM]	B: -15%	C: -12%	D: -6%	E: ?	F: 2%	G: -5%	H: -1.3%
CCOC(=O)C(=N/O)/C(C)=N/NC(=O)C(=O)Nc1ccc(Cl)cc1
  A: -34%	B: .	C: -3%	D: .	E: -7%	F: 0%	G: 5%	H: 4.2%
O=C1CN(C(=O)CCCc2c[nH]c3ccccc23)c2ccccc2N1
  A: -10%[46.1 µM]	B: -4%	C: 0%	D: -5%	E: ?	F: -1%	G: -5%	H: -4.3%
O=C(CCc1nnc(-c2ccc3c(c2)OCO3)o1)N1CCC(c2ccc(F)cc2)C1 (stereo unspecified)
  A: -7%	B: 12%	C: 5%	D: -3%	E: 3%	F: -2%	G: 9%	H: 7.6%
CCCCc1ccc(NC(=O)CC(C)C)cc1
  A: -10%	B: ?	C: -2%	D: 3%	E: -12%	F: 21%	G: -1%	H: 1.0%
Cc1cc(Cl)ccc1OCCCC(=O)NCC1CCCO1 (stereo unspecified)
  A: -8%[46.1 µM]	B: -5%	C: -7%	D: 10%	E: -7%	F: 3%	G: 1%	H: -1.2%
COc1ccc(N(C)C(=O)Nc2ccc3c(c2)nnn3C)cc1
  A: ?	B: -6%	C: -17%	D: 2%	E: -6%	F: -7%	G: -4%	H: -4.5%
CCc1ccc2oc(=O)cc(CN3CCN(CCO)CC3)c2c1
  A: ?	B: -6%	C: -1%	D: ?	E: 1%	F: 9%	G: -7%	H: -1.7%
CC(C)CNC(=O)[C@H](Cc1ccccc1)NC(=O)c1ccco1
  A: -4%[46.1 µM]	B: -6%	C: -5%	D: 40µM*	E: 1%	F: 0%	G: -1%	H: -6.7%
COc1ccccc1NC(=O)Nc1cccnc1
  A: -10%	B: 11%	C: 2%	D: -8%	E: -2%	F: 10%	G: 9%	H: -0.9%
CCCNC(=O)Nc1ccc(C)cc1C
  A: 9%	B: .	C: 1%	D: .	E: -17%	F: -3%	G: 5%	H: 0.0%
CCCn1c(N)c(C(=O)CSc2ncc(C(F)(F)F)cc2Cl)c(=O)[nH]c1=O
  A: -25%	B: 0%	C: -6%	D: -4%	E: -11%	F: 8%	G: 5%	H: -7.9%
CCCCOC(=O)CSCC(=O)Nc1cc(C)on1
  A: -2%[46.1 µM]	B: -9%	C: -9%	D: -7%	E: -5%	F: 5%	G: 1%	H: 0.0%
COC(=O)c1ccccc1NC(=O)CSc1nc(NC(=O)c2ccccc2)c2c(C)c(C)oc2n1
  A: -12%[46.1 µM]	B: -9%	C: -3%	D: ?	E: -14%	F: 5%	G: -1%	H: 0.4%
Cc1ccc(C(=O)N/C(=C\c2ccccc2)C(=O)NCc2ccncc2)cc1
  A: -13%[46.1 µM]	B: -13%	C: -11%	D: -11%	E: -20%	F: 2%	G: -3%	H: -0.9%
O=S(=O)(NCc1ccccc1)c1ccc2c(c1)OCCO2
  A: 12%[46.1 µM]	B: -12%	C: 4%	D: ?	E: 1%	F: 6%	G: 1%	H: 0.0%
CCC(=O)Nc1nnc(Cc2ccccc2)s1
  A: -6%[46.1 µM]	B: -2%	C: -5%	D: -8%	E: -1%	F: -2%	G: 2%	H: 0.0%
Cc1nn2c(NCCOCCO)c3c(nc2c1-c1ccccc1)CCCC3
  A: -19%[46.1 µM]	B: -3%	C: 2%	D: 32µM*	E: -20%	F: -5%	G: -3%	H: -0.8%
CCOC(=O)/C(C#N)=C/c1ccc(SC)cc1
  A: -2%	B: 2%	C: -5%	D: 18µM*	E: -12%	F: 0%	G: -4%	H: 2.2%
COc1ccc(NC(=O)c2cnc3sccn3c2=O)cc1
  A: -7%[46.1 µM]	B: 5%	C: 1%	D: -2%	E: -8%	F: 6%	G: 2%	H: 0.9%
O=[N+]([O-])c1cccc(-c2cn3ccccc3n2)c1
  A: 9%	B: 13%	C: -15%	D: 0%	E: -10%	F: -5%	G: -10%	H: -0.1%
CNC(=S)Nc1ccccc1-c1ccccc1
  A: 19%	B: -4%	C: -2%	D: -2%	E: 4%	F: -10%	G: 7%	H: 2.3%
Cc1cc(C(=O)N/N=C/c2ccc3c(c2)OCO3)c(C)n1-c1ccc(F)cc1
  A: -14%	B: -6%	C: 1%	D: ?	E: -27%	F: -9%	G: -11%	H: -0.1%
Cc1ccccc1NC(=O)c1ccc(F)c(S(=O)(=O)N2CCCCC2)c1
  A: -11%	B: -5%	C: 0%	D: -6%	E: -12%	F: -13%	G: 2%	H: -4.7%
Brc1ccc(-c2nc(-c3ccccn3)no2)o1
  A: 0%[46.1 µM]	B: 9%	C: 1%	D: 1%	E: 1%	F: 3%	G: 10%	H: -1.0%
CCOC(=O)C1=CSC2=NS(=O)(=O)CCN12
  A: 0%[46.1 µM]	B: 0%	C: 6%	D: 8%	E: -5%	F: 16%	G: 1%	H: -1.1%
COc1ccc(OC)c(NC(=O)CSc2nncc3ccc(OC)c(OC)c23)c1
  A: -37%	B: .	C: 2%	D: .	E: -29%	F: ?	G: -3%	H: -2.2%
COc1cccc(CNCCc2c[nH]c3ccccc23)c1OCc1ccccc1
  A: 0%	B: -15%	C: -7%	D: 2%	E: -27%	F: 14%	G: -3%	H: -1.0%

Structures shown so far that have a nitro group on carbon:
Field names – A = NPSR antag; B = GAA inh; C = GAA spleen mod; D = ALDH1A1 block; E = Tau fluor cs; F = GAA glycogen mod; G = aGal spleen mod; H = Epigenetic derep
Cc1cccc(-n2nc([N+](=O)[O-])c(=NCc3cccnc3)n2O)c1
  A: 1%[46.1 µM]	B: 6%	C: -12%	D: 10%	E: -11%	F: -2%	G: -2%	H: -1.1%
O=C(Cc1ccccc1)N/N=C/c1cccn1-c1ccc([N+](=O)[O-])cc1
  A: -2%	B: 6%	C: 3%	D: ?	E: 7%	F: -10%	G: 4%	H: -0.9%
C=CCn1c(C)cc(C(=O)COc2ccc(S(=O)(=O)N3CCCC3)cc2[N+](=O)[O-])c1C
  A: -18%	B: -8%	C: ?	D: 5µM*	E: -25%	F: -4%	G: 2%	H: -0.9%
CC(=O)Nc1ccc2nc(NC(=O)c3ccc([N+](=O)[O-])s3)sc2c1
  A: 25%	B: -8%	C: 9%	D: 3%	E: ?	F: -11%	G: -2%	H: 3.3%
O=[N+]([O-])c1cccc(-c2cn3ccccc3n2)c1
  A: 9%	B: 13%	C: -15%	D: 0%	E: -10%	F: -5%	G: -10%	H: -0.1%
